Screening data: PubChem, The Scripps Research Institute Molecular Screening Center
KLK7 zymogen act: proKLK7 (human) activation, primary screen | 370,000 tested, 0.9% active | activation, % at 7 µM | purified proKLK7, EDANS-DABCYL substrate fluorescence; 100% is mature enzyme control, 0% vehicle;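 active = activation above the mean of all tested compounds plus 3 SD, computed per campaign excluding outliers beyond control limits, cut at about 13% in these data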
MBD2 inh: inhibitors of human MBD2 binding to methylated oligonucleotide; TR-FRET; inhibition, % at 4.4 µM; 370,000 tested, 0.31% active; in the data active = inhibition above about 13%
Tn7 DDE FP: disrupts Tn7 cyclic peptide binding to fibrin D-Dimer-E complex; P02675; FP displacement of FITC-Tn7 peptide from fibrin DD(E); 0% = median of compound wells per plate; inhibition, % at 8.3 µM; 370,000 tested, 0.13% active; AID 720508;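 active = inhibition above the mean of compounds falling within the control limits plus 3 SD of them, cut at about 14% in these data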;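 note: 0% = plate median of compound wells and 100% = 10 µM Aha-Tn7 peptide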
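Test system – human fibrin DD(E) · Times – 10 min preincubation, 3 h with tracer, room temperature · Detection – fluorescence polarization of the labelled Tn7 tracer · Measure – percent inhibition normalized to high-control wells · Benchmarks – high control wells with 10 µM unlabelled Aha-Tn7 peptide (full inhibition) · Repeats – singlicate testing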
UHRF1 binding: blocks human UHRF1 binding to methylated DNA; Q96T88; UHRF1 binding to methylated oligo, TR-FRET; inhibition, % at 4.4 µM; 370,000 tested, 0.75% active; in the data active = inhibition above about 21%;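 note: UHRF1 SRA domain binding a hemimethylated CpG hairpin DNA probe; 0% = median of test compound wells and 100% = reference inhibitor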
TCR CD3 inh: blocks the human TCR-CD3 interaction. TAMRA-labeled TCR probe fluorescence, biochemical. inhibition, % at 9.4 µM. 360,000 tested, 0.37% active; in the data active = inhibition above about 19%;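 note: recombinant mutant TCR 2C K166C tagged with TAMRA read by polarization; 0% = receptor in buffer alone and 100% = receptor with positive control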
TDP2 inh: TDP2 (human) inhibition, absorbance primary screen. inhibition, % at 12.8 µM. recombinant TDP2, T5PNP hydrolysis, p-nitrophenol absorbance 415 nm. 370,000 tested, 0.34% active. AID 720702. O95551;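 active = inhibition above the mean of all tested compounds plus 3 SD, set per campaign, cut at about 25% in these data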;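 note: 0% = DMSO with enzyme and 100% = buffer with substrate but no TDP2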
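Test system: Human TDP2 enzyme | Reagent: 5 mM T5PNP | Compound dosing: 12.8 µM single point, 1% DMSO | Incubation: Enzyme reaction with compound for 2 h at 37 °C | Technique: p-Nitrophenol epi absorbance | Read-out: % inhibition relative to enzyme-containing and enzyme-free wells | Benchmarks: High control without enzyme, low control DMSO plus TDP2 | Replicates: Singlicate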
LEDGF integ inh: blocks HIV-1 LEDGF/p75-dependent DNA integration; 370,000 tested, 0.64% active; inhibition, % at 3.7 µM; AID 743269; TR-FRET IN-LEDGF/p75 DNA integration, Eu/Cy5;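 active = inhibition above the screen-wide mean plus 3 SD, cut at about 13% in these data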;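 note: signal is the Cy5 over europium emission ratio at 671 and 618 nm; 0% = plate median of compound wells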
SIAE inh: inhibitors of human sialic acid acetylesterase SIAE. 370,000 tested, 0.69% active. Q9HAT2. SIAE FP-Rh probe binding, fluorescence polarization. AID 1053197. inhibition, % at 9.66 µM;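 active = inhibition above a cutoff: mean of compounds within the control limits plus 3 SD of those, cut at about 17% in these data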;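 note: 0% = plate median of compound wells and 100% = probe without SIAE protein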
Target sequence (Q9HAT2 whole entry, looked up): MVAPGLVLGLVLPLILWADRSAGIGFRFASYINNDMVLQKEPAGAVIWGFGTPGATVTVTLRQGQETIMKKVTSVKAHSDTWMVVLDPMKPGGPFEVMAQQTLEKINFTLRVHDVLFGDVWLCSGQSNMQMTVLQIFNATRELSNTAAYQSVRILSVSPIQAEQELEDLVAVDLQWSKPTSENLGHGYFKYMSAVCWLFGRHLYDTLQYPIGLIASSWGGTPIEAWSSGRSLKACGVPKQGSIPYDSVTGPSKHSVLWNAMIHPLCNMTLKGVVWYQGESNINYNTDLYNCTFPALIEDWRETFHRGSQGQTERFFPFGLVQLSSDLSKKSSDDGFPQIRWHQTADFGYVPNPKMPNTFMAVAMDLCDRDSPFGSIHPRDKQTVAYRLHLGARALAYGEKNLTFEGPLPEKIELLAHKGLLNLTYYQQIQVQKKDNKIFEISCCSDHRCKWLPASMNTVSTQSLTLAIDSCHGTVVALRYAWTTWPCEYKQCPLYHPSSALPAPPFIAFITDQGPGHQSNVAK
Tn6 DDE FP: DD(E)-Tn6 binding inhibition, primary FP screen | 370,000 tested, 0.21% active | Fibrin DD(E) TRITC-Tn6 fluorescence polarization displacement | P02675 | inhibition, % at 8.3 µM;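 active = inhibition above a per-campaign cutoff: mean of compounds within control limits plus 3 SD, cut at about 15% in these data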;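 note: 0% = median of all compound wells on the plate and 100% = blocking peptide control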
PRMT1 inh: inhibitors of human PRMT1; Q99873; recombinant PRMT1, activity-based probe fluorescence polarization; inhibition, % at 2.79 µM; 370,000 tested, 1.3% active;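 active = inhibition above about 21% made by adding two undisclosed values, limit read from the data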
An asterisk follows results filed as active; / = not tested or not shown. Not a hit list; any-hit rate near 4.6%.

Assay codes – A = KLK7 zymogen act; B = MBD2 inh; C = Tn7 DDE FP; D = UHRF1 binding; E = TCR CD3 inh; F = TDP2 inh; G = LEDGF integ inh; H = SIAE inh; I = Tn6 DDE FP; J = PRMT1 inh
1	Cc1ccc(C(=O)N2CCN(S(C)(=O)=O)C2)cc1
  A: -0.2	B: 0	C: -4	D: 1	E: -5	F: 11	G: 2	H: -2	I: -1	J: -2
2	CCCn1c(=O)c2[nH]cnc2n(-c2ccccc2C)c1=O
  A: -0.4	B: 0	C: 0	D: 0	E: -2	F: -4	G: -4	H: -4	I: 6	J: 0
3	CC1(C)Oc2cc(N)c([N+](=O)[O-])cc2O1
  A: -0.7	B: -9	C: -6	D: 23*	E: 3	F: 5	G: 45*	H: 6	I: -6	J: 15
4	COc1ccc(CCNC(=O)CSc2ccc(-c3ccncc3)nn2)cc1
  A: -0.1	B: 3	C: 4	D: -4	E: -1	F: 7	G: 1	H: 6	I: 1	J: -1
5	Cc1ccnc(NS(=O)(=O)c2cc([N+](=O)[O-])ccc2C)c1
  A: 0.1	B: 2	C: 0	D: -4	E: 5	F: -6	G: -2	H: -4	I: 4	J: -4
6	COc1ccc(C(=O)N2CCN(C3CCCCC3)CC2)cc1OC
  A: -0.3	B: -6	C: -1	D: -1	E: 8	F: -1	G: 2	H: 8	I: 5	J: -3
7	Cc1ccccc1N/N=C/c1c(C)nc2ccccn12
  A: 0.3	B: 3	C: 1	D: -1	E: 2	F: -5	G: -2	H: 5	I: -10	J: 3
8	COc1ccc(-n2c(COc3ccc(C)cc3)nnc2SCC(=O)c2ccc(-c3ccccc3)cc2)cc1
  A: -0.1	B: -6	C: -2	D: -1	E: /	F: -9	G: 5	H: -3	I: -14	J: -3
9	COc1ccc(OC)c(C2NC(=S)NC(C)=C2C(=O)Nc2ccccn2)c1 (stereo unspecified)
  A: 0.1	B: 1	C: 1	D: -1	E: 3	F: -12	G: 3	H: -3	I: -8	J: -1
10	O=C(CSc1ncccn1)N/N=C/c1cccc(OC2CSC2)c1
  A: -0.1	B: -3	C: 0	D: 5	E: 4	F: 5	G: -4	H: 0	I: 6	J: 1
11	O=c1nc(-c2ccccc2)cc(-c2ccccc2)[nH]1
  A: 5.9	B: 2	C: 0	D: -1	E: 1	F: 5	G: 2	H: -8	I: -1	J: 0
12	COc1cccc(NC(=O)CN(C)C(=O)CCSc2ccc(C)cc2)c1
  A: -0.3	B: 2	C: 0	D: 8	E: 0	F: -2	G: 0	H: 5	I: -1	J: 0
13	COc1cccc(/C=C2\SC(=O)N(CC(=O)NC3C=CS(=O)(=O)C3)C2=O)c1 (stereo unspecified)
  A: -4.1	B: 0	C: -4	D: -9	E: 7	F: 15	G: 0	H: 6	I: -5	J: 7
14	CCc1[nH]nc2c1C(c1ccc(C)o1)C(C#N)=C(N)O2 (stereo unspecified)
  A: 0.4	B: -4	C: -9	D: -7	E: 8	F: 7	G: 6	H: 5	I: 2	J: -3
15	COc1ccc(C(=O)CSc2nnc(CC(=O)Nc3ccccc3OC)n2C)cc1
  A: -0.2	B: 3	C: -1	D: -1	E: -4	F: -17	G: -4	H: -8	I: -2	J: 6
16	COc1ccccc1N1CCN(C(=O)c2cccc(N3C(=O)NC4CC3(C)Oc3ccccc34)c2)CC1 (stereo unspecified)
  A: 0.7	B: 1	C: -2	D: 2	E: -3	F: 11	G: 0	H: 0	I: -5	J: -2
17	O=C(Cn1nc(Cc2cccnc2)c2ccccc2c1=O)Nc1cccnc1Cl
  A: -0.1	B: -1	C: 2	D: -1	E: 9	F: -7	G: 1	H: 1	I: 7	J: -2
18	CN(Cc1nc2ccccc2n1C)S(=O)(=O)c1ccc(F)cc1
  A: 0.7	B: 3	C: 5	D: -2	E: 0	F: 6	G: -1	H: 6	I: 0	J: 2
19	Cc1ccc(CNC(=O)O[C@H]2CC[C@@]34CCCN3C(=O)CCC[C@H]4[C@H]2C)cc1
  A: /	B: -5	C: 6	D: -2	E: /	F: 6	G: 2	H: 7	I: 1	J: -4
20	COc1ccc(-n2c(=S)[nH]c3cc(C(=O)NCc4ccc(F)cc4)ccc3c2=O)c(OC)c1
  A: -0.5	B: -1	C: -1	D: 5	E: 2	F: -10	G: 3	H: -12	I: -3	J: 0
21	CC(=O)c1ccc(OCc2cc(C(=O)N3CCN4CCCC4C3)no2)cc1 (stereo unspecified)
  A: -0.9	B: -4	C: -1	D: -3	E: -1	F: 12	G: 4	H: 8	I: -4	J: -3
22	Nc1c(C(=O)CSc2n[nH]c(-c3ccccc3Br)n2)c(=O)[nH]c(=O)n1C1CC1
  A: 0.1	B: 1	C: 9	D: 6	E: 3	F: 2	G: 0	H: -23	I: -3	J: -2
23	CCOC(=O)/C(C#N)=C/Nc1ccsc1C(C)=O
  A: 0.4	B: 2	C: -5	D: -1	E: -9	F: -6	G: 0	H: 0	I: 6	J: 1

Along the list, as entered above.
TDP2 inh for entries 12–23, in order: -2, 15, 7, -17, 11, -7, 6, 6, -10, 12, 2, -6
UHRF1 binding for entries 12–23, in order: 8, -9, -7, -1, 2, -1, -2, -2, 5, -3, 6, -1

Record cards (already shown).
`COc1ccc(OC)c(C2NC(=S)NC(C)=C2C(=O)Nc2ccccn2)c1` (stereo unspecified) across the screens: KLK7 zymogen act = 0.1; MBD2 inh = 1; Tn7 DDE FP = 1; UHRF1 binding = -1; TCR CD3 inh = 3; TDP2 inh = -12; LEDGF integ inh = 3; SIAE inh = -3; Tn6 DDE FP = -8; PRMT1 inh = -1
`CC(=O)c1ccc(OCc2cc(C(=O)N3CCN4CCCC4C3)no2)cc1` (stereo unspecified) across the screens: KLK7 zymogen act = -0.9; MBD2 inh = -4; Tn7 DDE FP = -1; UHRF1 binding = -3; TCR CD3 inh = -1; TDP2 inh = 12; LEDGF integ inh = 4; SIAE inh = 8; Tn6 DDE FP = -4; PRMT1 inh = -3
